Source: PubChem BioAssay
LDHA block: inhibitors of human lactate dehydrogenase A; 480,000 tested, 0.15% active; purified LDHA, NADH/diaphorase-resazurin fluorescence; hits give low values; activity change, % (values are at about 110 or 230 µM); AID 1347041; in the data active means activity change below about -30%; inconclusive means mostly about -25% to -30%;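 further: plate controls were DMSO wells for no effect and wells without enzyme for full effect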
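Remaining NADH was detected by diaphorase (0.133 mg/mL) converting 37 µM resazurin to fluorescent resorufin, read at 0 and 20 minutes. The preceding 5-minute room-temperature reaction used 2 nM LDHA, 0.2 mM sodium pyruvate and 0.06 mM NADH at pH 7.4.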
POLB inh: inhibitors of human DNA polymerase beta; P06746; Pol beta primer extension/strand displacement, fluorescence kinetic; Potency, µM (doses to about 114 µM), without a hit: top-dose activity change, negative = inhibition, usual class: inhibitors; 340,000 tested, 1.3% active; AID 485314; further: potency means the concentration at half of the fitted maximal effect; on the % scale 0 is the no-effect control and ±100 the full control effect
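Kinetic readout of DNA synthesis with strand displacement by Pol beta. Compound and 10 nM enzyme sit 15 min at room temperature; 50 nM substrate starts the reaction, read immediately and at 10 min.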
BLM inh: inhibitors of human Bloom syndrome helicase BLM; 350,000 tested, 0.2% active; Potency, µM (highest dose often 56.1 µM), for inactives: top-dose activity change, negative = inhibition, usual class: inhibitors; AID 2528; P54132; recombinant BLM DNA unwinding, fluorescence dequenching;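 further: potency means the concentration at half of the fitted maximal effect; plate controls were vehicle for no effect and no enzyme for full effect; nearly all actives have a fitted effect of over 35% in size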
POLH inh: inhibitors of human DNA polymerase eta. recombinant Pol eta, fluorescent DNA replication assay. Q9Y253. Potency, µM (titrated, usually from 114 µM), without a hit: at the top dose activity change, negative = inhibition, most hits filed as inhibitors. AID 588591. 390,000 tested, 1.2% active; further: potency means the concentration at half of the fitted maximal effect; on the % scale 0 is the no-effect control and ±100 the full control effect
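Pol eta (10 nM) was preincubated with compounds for 15 min at room temperature, after which fluorescent replication substrate (50 nM final) was added to start the reaction. Fluorescence was read kinetically at 0 and 10 min.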
POLK inh: inhibitors of human DNA polymerase kappa | 400,000 tested, 0.53% active | Q9UBT6 | Potency, µM (highest dose often 107 µM), for the others: top-dose activity, negative = inhibition, most hits filed as inhibitors | AID 588579 | purified Pol kappa, fluorescent DNA synthesis assay, 10 min; further: potency means the concentration at half of the fitted maximal effect; on the % scale 0 is the no-effect control and ±100 the full control effect
Target sequence (Q9UBT6 whole entry, looked up): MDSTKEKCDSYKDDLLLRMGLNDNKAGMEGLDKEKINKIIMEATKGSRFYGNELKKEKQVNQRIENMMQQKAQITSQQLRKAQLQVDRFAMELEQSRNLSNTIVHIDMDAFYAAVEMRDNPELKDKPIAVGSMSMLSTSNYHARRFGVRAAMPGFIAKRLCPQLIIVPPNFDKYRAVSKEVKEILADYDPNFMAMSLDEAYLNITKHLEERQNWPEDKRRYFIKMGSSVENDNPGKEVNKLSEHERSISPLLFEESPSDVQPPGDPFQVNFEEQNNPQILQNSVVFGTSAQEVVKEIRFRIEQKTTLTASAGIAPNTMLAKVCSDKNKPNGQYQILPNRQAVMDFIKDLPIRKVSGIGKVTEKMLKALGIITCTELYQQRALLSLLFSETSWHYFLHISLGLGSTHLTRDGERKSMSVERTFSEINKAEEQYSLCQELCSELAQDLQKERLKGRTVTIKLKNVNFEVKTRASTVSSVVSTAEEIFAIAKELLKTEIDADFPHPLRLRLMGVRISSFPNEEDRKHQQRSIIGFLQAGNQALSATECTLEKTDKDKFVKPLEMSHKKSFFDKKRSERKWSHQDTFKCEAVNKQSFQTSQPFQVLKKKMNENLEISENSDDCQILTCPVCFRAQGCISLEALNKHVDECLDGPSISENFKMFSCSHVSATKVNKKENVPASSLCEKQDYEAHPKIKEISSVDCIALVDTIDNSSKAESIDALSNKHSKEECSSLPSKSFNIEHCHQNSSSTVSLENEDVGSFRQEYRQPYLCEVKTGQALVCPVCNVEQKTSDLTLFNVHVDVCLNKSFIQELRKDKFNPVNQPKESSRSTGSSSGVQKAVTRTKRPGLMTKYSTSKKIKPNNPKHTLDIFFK
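Pol kappa 10 nM + cpd, 15 min RT; start w/ substrate 50 nM final; fluorescence kinetic read, 0 and 10 min. Neg ctrl: buffer, no enzyme.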
POLI inh: blocks human DNA polymerase iota activity; Pol iota fluorescent replication assay, 10 min; 390,000 tested, 1% active; AID 588590; Potency, µM (titrated, usually from 115 µM), without a hit: top-dose activity, negative = inhibition, usual class: inhibitors; further: potency means the concentration at half of the fitted maximal effect
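Fluorescent replication assay read twice, at 0 min and 10 min after adding 50 nM (final) substrate. Enzyme (10 nM) and compounds were first incubated 15 min at room temperature; enzyme-free buffer wells were negative controls.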
Anesthetic bind: candidate novel general anesthetic via apoferritin binding | apoferritin/1-aminoanthracene competitive binding, fluorescence | Potency, µM (doses to about 77.5 µM), for inactives: top-dose activity change, negative = displacement, most hits filed as inhibitors | 350,000 tested, 0.074% active; further: potency means the concentration at half of the fitted maximal effect; on the % scale 0 is the no-effect control and ±100 the full control effect; nearly all actives have a fitted effect of over 20% in size
Target sequence (P02791 2-175 limits assumed): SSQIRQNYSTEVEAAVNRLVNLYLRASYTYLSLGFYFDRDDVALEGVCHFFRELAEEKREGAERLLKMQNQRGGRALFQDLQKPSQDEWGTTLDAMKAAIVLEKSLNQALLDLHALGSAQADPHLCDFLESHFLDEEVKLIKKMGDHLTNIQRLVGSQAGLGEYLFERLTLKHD
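Horse-spleen apoferritin (10 uM) was mixed with 50% saturated 1-aminoanthracene in PBS, exposed to compounds for 10 min at room temperature, and read for fluorescence (ex 380 nm, em 535 nm). Competitive displacement was fitted with a four-parameter Hill equation.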
GRP78 ERSR act: inducers of ER stress response in human glioma cells. U87-MG GRP78 promoter luciferase reporter, 16 h. Potency, µM, inactives show at the highest dose activation, actives largely listed as activators. 420,000 tested, 0.02% active. AID 602332; further: potency means the concentration at half of the fitted maximal effect; series mostly up to about 76 µM; % of control where 0% means no effect; nearly all actives have a fitted effect of over 35% in size
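ERSR induction read as luciferase luminescence (Bright-Glo, 10 min at room temperature) in stably transfected human U87-MG glioma cells exposed to compounds for 16 h, using GRP78 as sensor.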
APEX1 inh: APE1 (human) endonuclease inhibition; Potency, µM (series often up to 65.8 µM), for the others: at the highest dose activity change, negative = inhibition, most hits filed as inhibitors; recombinant APE1, TAMRA/BHQ-2 abasic DNA cleavage fluorescence; 350,000 tested, 0.35% active; P27695;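 further: potency means the concentration at half of the fitted maximal effect; plate controls were vehicle for no effect and reference inhibitor for full effect; nearly all actives have a fitted effect of over 55% in size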
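Kinetic fluorescence read (525 ex/598 em nm, three reads 60 s apart) of AP-site incision; signal = third minus first read. Enzyme 0.75 nM, dual-labelled THF duplex 50 nM, compound preincubation 15 min RT.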
* marks the source's active call; other numbers are inactive results; u = inconclusive; x = not tested or not shown; & = joins results of further samples; [ ] = another dose, or the depositor's remark. Unless noted, the call rests on the fitted dose curve; in most records, active means well fitted curve in the direction sought with a large enough effect; inconclusive means small, poorly fitted or top-dose-only effect, or another doubt; inactive means no such curve, though single readings can be large; an effect the other way counts as inactive or inconclusive.

| structure | APEX1 inh | Anesthetic bind | POLB inh | POLH inh | POLI inh | BLM inh | POLK inh | LDHA block | GRP78 ERSR act |
| --- | --- | --- | --- | --- | --- | --- | --- | --- | --- |
| CC1(C)C(=O)Nc2ccccc2N1C(=O)COC(=O)COc1cccc(C(F)(F)F)c1 | -17% | x | x | -10% | 2% | x | -19% | 1 | -3% |
| C=CCOc1ccc2cccc(/C=N/NC(=O)c3cc4cc([N+](=O)[O-])ccc4s3)c2c1 | -1% | -17% | -26% | 9% | 3% | 1% | -10% | -9 | 0% |
| Cc1cccc(C2c3[nH]c4ccccc4c3CCN2C(=O)c2ocnc2C)n1 (stereo unspecified) | 5% | -13% | -23% | -22% | 84%[activator] | 0% | -5% | -2 | -2% |
| CCN(CC)CCN(C(=O)C1=COCCO1)c1nc2cc3c(cc2s1)OCO3 | -5% | -11% | -23% | -18% | 27% | 39%[activator] | 5% | -6 | 2% |
| CC1CCCCN1c1nc(-c2ccncc2)nc2ccccc12 (stereo unspecified) | -3% | u | 15% | 1% | 6% | -2% | -14% | 1 | -4% |
| CCCOC(=O)/C(=C\C=C\c1ccccc1)NC(=O)c1ccccc1 | -2% | u | u | -4% | -9% | -11% | -15% | -1 | 5% |
| Cn1c(COc2ccccc2)nnc1SCC(=O)Nc1ccc(N2CCOCC2)c(Cl)c1 | 1% | -12% | -1% | -19% | 47% | -2% | -11% | -3 | -2% |
| O=C(CN1CCN(CC(=O)Nc2ccccc2Cc2ccccc2)CC1)Nc1ccccc1Cl | 4% | 5% | 29% | -17% | 33%[activator] | -2% | 8% | -1 | -5% |
| Cc1ccc(S(=O)(=O)N/N=C\c2ccc3c(c2)OCO3)cc1 | u | -20% | 9% | -11% | 5% | -3% | -8% | -3 | 2% |
| Cc1nc(N)[nH]c(=O)c1CCCNS(=O)(=O)c1ccc([N+](=O)[O-])cc1 | x | x | x | -19% | 35%[activator] | x | -10% | -3 | -5% |
| Cc1ccc(C)c(N2CCN(C(=O)CCCN3C(=S)NC(C)(C)CC3C)CC2)c1 (stereo unspecified) | 8% | 0% | 9% | 4% | 80%[activator] | -11% | -6% | -7 | 2% |
| COc1cc2c(cc1OC)CN(Cc1cccs1)CC2 | -7% | 6% | 1% | -5% | 2% | 3% | -11% | -13 | -3% |
| O=C(NCc1cccnc1)C(=O)NCC1OCCN1S(=O)(=O)c1ccccc1 (stereo unspecified) | -4% | -9% | -1% | -3% | u | 0% | -4% | -6 | -1% |
| COCCCN(Cc1ccco1)C(=O)Cn1ncc2c(=O)oc3ccc(C)cc3c21 | 7% | -5% | -13% | 4% | 24% | 2% | -2% | -4 | -3% |
| Cc1ccc2c(c1)N(CC(=O)NC(C)CCc1ccccc1)C(=O)c1cccnc1O2 (stereo unspecified) | -6% | -24% | 35% | -10% | -4% | -3% | -20% | -2 | -4% |
| CCN(CC)S(=O)(=O)c1ccc(O)c(C(=O)OCC(=O)Nc2cc(C)c(C)cc2[N+](=O)[O-])c1 | 6% | u | -2% | -20% | 71%[activator] | -5% | -16% | -10 | -4% |
| Cc1cc2ccccc2n1CCNC(=O)c1ccccc1F | x | -4% | -7% | -6% | 0% | 0% | -9% | -13 | 0% |
| COc1ccc(NC(=O)CNC(c2ccccc2)c2ccccc2)cc1Cl | -15% | 43%[activator] | -3% | -20% | 7% | -15% | -7% | -2 | -4% |
| COc1ccc(N2C(=O)/C(=C/c3ccc([N+](=O)[O-])cc3)C=C2c2ccccc2)cc1 | -2% | u | 29% | 7% | -11% | -3% | -9% | 2 | -1% |
| COC(=O)c1ccc(Cn2c(SCc3ccc(F)cc3)nc3ccncc32)cc1 | x | u | -24% | 7% | 21% | -2% | -17% | -4 | -1% |
| COc1ccc(C(CCN2CCOCC2)c2c(OC)cc(OC)c3ccc(=O)oc23)cc1 (stereo unspecified) | -9% | x | x | -15% | -10% | x | 2% | 1 | 11% |
| Cc1ccccc1OCC(=O)OCC(=O)N1CCCc2ccccc21 | 16% | x | x | -29% | -11% | x | -8% | -3 | -1% |
| CCOCC(=O)Nc1c(C(=O)Nc2ccc(OC)cc2OC)oc2ccccc12 | 2% | -1% | -15% | -12% | -5%[58.9 µM] | -2% | -6% | -4 | 0% |
| Cn1cc(S(=O)(=O)c2ccc(Cl)cc2)c(=O)c2cc(F)c(N3CCCCCC3)cc21 | x | 6% | 0% | 8% | -4% | 0% | 4% | -1 | -2% |
| CC(=O)N(c1ccccc1Cl)S(=O)(=O)c1ccc(Cl)cc1 | -1% | -7% | -10% | -21% | 151%[activator] | -3% | 5% | -4 | -4% |
| Cc1cccc(-n2c(=O)c3c4c(sc3n3cnnc23)CCCC4)c1 | x | -9% | 9% | 4% | 1% | 0% | 3% | 15&-2 | -5% |
| O=C(NCc1ccc2c(c1)OCO2)c1ccc(N2C(=O)C3CCCCC3C2=O)cc1 (stereo unspecified) | 0% | 8.9µM* | 5% | -8% | -1% | -3% | -9% | 0 | 3% |
| O=C(NC(=S)NCCc1ccccn1)c1ccco1 | -2% | -7% | 30% | -8% | 25% | -2% | 10% | 2 | 5% |
| O=C(CNC(=O)c1ccccc1)NCC(c1ccco1)N1CCCC1 (stereo unspecified) | 0% | x | x | -9% | 1% | x | -27% | -1 | -2% |
| CC1(C)CC(NC(=O)CC2CCCCC2)CC(C)(C)N1 | 13% | -10% | 30% | -11% | 8% | -3% | -6% | -6 | -1% |
| Nc1cc(S(=O)(=O)O)cc2ccc(S(=O)(=O)O)cc12 | x | x | x | u | u | x | -24% | 30 | -2% |
| Cc1ccc(C)c(S(=O)(=O)N2CCN(C(=O)Cn3c(C(F)(F)F)nc4ccccc43)CC2)c1 | -2% | -19% | -28% | -13% | 16% | -3% | -2% | -4 | 0% |
| Cc1cc(N2CCN(C)CC2)nc2ccc(NC(=O)c3ccc(Br)o3)cc12 | -8% | -7% | -6% | -3% | 10% | 0% | -11% | 0 | 0% |
| Cc1ccc(C)c(S(=O)(=O)NC2CCSC2=O)c1 (stereo unspecified) | -6% | x | x | -17% | 1% | x | 9% | -7 | -2% |
| Cc1ccc(CNC(=O)CN(C)S(=O)(=O)c2cccc3cccnc23)cc1 | -3% | -14% | 10% | 3% | -15% | 1% | 0% | -12 | 0% |
| COc1ccc(CCNC(=O)c2ccccc2NS(=O)(=O)c2c(F)cccc2F)cc1 | -10% | -8% | 3% | -4% | -16% | -7% | -11% | 2 | -1% |
| CN(CC(=O)Nc1ccccc1F)CC(=O)Nc1ccc(F)c(F)c1F | 7% | -5% | 3% | -1% | -18% | -1% | -3% | -1 | -2% |
| NC(=O)NC(CC(=O)NNC(=O)c1ccccn1)c1ccc(Cl)cc1 (stereo unspecified) | 17% | x | x | -12% | 38%[activator] | x | 6% | 0 | -1% |
| O=C(Cn1nnc(-c2ccncc2)n1)N1CCc2ccccc21 | -4% | -6% | 6% | -9% | 30%[activator] | 1% | -4%[60.1 µM] | -6 | -6% |
| O=C(c1ccccc1F)N1CCC(c2nc3c(nnn3Cc3cccc(F)c3)c(=O)[nH]2)CC1 | x | 1% | -1% | -20% | 9% | 2% | 8% | 0 | -3% |
| CCOCCc1nnc(NC(=O)c2ccc(OC)c(OC)c2)s1 | -2% | -2% | 0% | -18% | -4% | 0% | 9% | 2 | -3% |
| NS(=O)(=O)c1ccc(N2N=C(c3ccccc3)CC2c2cccc(Br)c2)cc1 (stereo unspecified) | -11% | x | x | -9% | -3% | x | -19% | -5 | -9% |
| CC(NC(=O)c1ccccc1F)c1nnc(SCC(=O)NC2CCCC2)n1C (stereo unspecified) | -8% | 35%[activator] | 43% | 9% | 4% | -1% | -6% | -9 | 1% |
| C=CCN(c1ccc(C(=O)Nc2ccc(C)c(C)c2)cc1)S(C)(=O)=O | -12% | -5% | -1% | -18% | 4% | -3% | -14% | -8 | 10% |
| N#CC(C#N)=C1C=CC=CN1/C(=C\c1ccccc1)C(=O)c1cccs1 | 5% | 78%[activator] | -21% | -8% | 0% | -13% | -1%[60.1 µM] | 2 | 5% |
| Cc1cc(C)cc(N(CCC#N)C(=O)COC(=O)CN2C(=O)NC(C)(C)C2=O)c1 | 8% | x | x | -15% | 40%[activator] | x | -5% | -3 | -3% |
| CCOC(=O)C1CCCN(C(=O)c2ccc(OCC)cc2)C1 (stereo unspecified) | 3% | -11% | 23% | -11% | 11% | 2% | -1% | -10 | -3% |
| CC(=O)Nc1ccc(C(=O)COC(=O)Cc2ccsc2)c(F)c1 | -4% | x | x | -18% | 3% | x | 0% | -1 | 0% |
| COc1cc(CC(=O)OCC(=O)NC2CCCC2)cc(OC)c1OC | 2% | x | x | -8% | 28% | x | 3% | -8 | -3% |
| CCN1C(=O)c2ccccc2Sc2ccc(NC(=O)N3CCN(c4cc(C)ccc4C)CC3)cc21 | x | -9% | u | -3% | 12% | -11% | -2% | -2 | 1% |
| CCNc1nc(NCc2ccc(F)cc2)c2cnn(C)c2n1 | x | 7% | 28% | x | -17% | 1% | -20%[60.1 µM] | -4 | x |
| COC(=O)c1cc2sc(C)cc2n1Cc1nc(-c2cccc(Br)c2)oc1C | x | 1% | -2% | x | 33%[activator] | -3% | -2% | -4 | x |
| CCc1ccc2oc(-c3ccc(NC(=O)c4cc(OC)c(OC)c(OC)c4)cc3)nc2c1 | x | -2% | -10% | -10% | 15% | -1% | -5% | -1 | -2% |
| COc1ccccc1CNC(=O)c1ccccc1N(C)S(C)(=O)=O | -3% | -4% | 26% | -16% | 10%[58.9 µM] | 3% | -5% | -1 | -6% |
| CCOC(=O)CC1C(=O)NCCN1Cc1ccc(OC)c(OC)c1 (stereo unspecified) | 5% | -3% | 7% | -11% | 108%[activator] | -4% | 8% | -2 | -2% |
| CC(=O)c1ccc(NC(=O)CCCSc2nc(-c3ccco3)cc(C(F)(F)F)n2)cc1 | x | u | -2% | -16% | 2% | -14% | 0% | 2 | -3% |
| CN(c1ccccc1)c1cc(=O)[nH]c(=O)[nH]1 | 1% | 4% | -1% | -4% | 117%[activator] | -1% | -18% | -2 | -2% |

These rows are one share of the data (hit frequency here may not be typical).
